NS3 helicase inh – HCV NS3 helicase inhibition | actives 0.56% (n = 290,000) | inhibition, % at 10.9 µM | NS3 helicase DNA unwinding, Cy5 molecular beacon fluorescence;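 active = inhibition above the mean of all tested compounds plus 3 SD, set per campaign, cut at about 35% in these data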;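 also: 0% = DMSO wells and 100% = thioflavine S control wells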
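Control set: DMSO versus 110 µM thioflavine S; Material: NS3 helicase fragment of HCV; Measured by: Cy5 fluorescence at 0 and 60 min, beacon hairpin quenching; Read-out basis: percent inhibition from t60/t0 fluorescence ratio; Times: reaction time 60 min, 25 °C; Repeats: single replicate; Compound dosing: single dose, 10.9 µM nominal final, DMSO 0.8% final.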
IMP-1 inhibitor – inhibitors of Pseudomonas aeruginosa IMP-1 metallo-beta-lactamase. actives 0.45% (n = 290,000). inhibition, % at 5.6 µM. AID 1556. purified IMP-1, nitrocefin hydrolysis, epi-absorbance fluorescence;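 active = inhibition above the mean plus 3 SD of all compounds in the same screening run, cut at about 4.5% in these data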;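 also: 0% = IMP-1 with DMSO and 100% = DMSO wells lacking enzyme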
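Assay system: purified recombinant IMP-1 beta-lactamase. Input: IMP-1 0.2 nM before substrate addition. Buffer or medium: Zinc- and detergent-supplemented HEPES buffer, pH 7.1. Schedule: 25 °C, 15 min preincubation, 25 min reaction. Signal: Epi-absorbance fluorescence, 480 nm excitation, 530 nm emission. Evaluation: percent inhibition from optical density relative to buffer-blank wells.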
V1aR counter – counter-screen for oxytocin receptor agonists: human V1a receptor agonists; P37288; activation, % at 3 µM; AID 2797; CHO-V1R cells, Fluo-8 calcium fluorescence, agonist mode; 0% DMSO, 100% 3 nM vasopressin; actives 0.25% (n = 320,000);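 active = activation above the mean activation of all tested compounds plus 3 SD, per screening run, cut at about 20% in these data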;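 also: signal is peak over basal fluorescence ratio across a 100 second FLIPR read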
PHOSPHO1 inh – PHOSPHO1 (human) inhibition. Q8TCT1. recombinant PHOSPHO1, absorbance phosphatase assay. inhibition, % at 13.3 µM. actives 1.1% (n = 290,000). AID 1565; in the data active = inhibition above about 60%
Target sequence (Q8TCT1 whole entry, looked up): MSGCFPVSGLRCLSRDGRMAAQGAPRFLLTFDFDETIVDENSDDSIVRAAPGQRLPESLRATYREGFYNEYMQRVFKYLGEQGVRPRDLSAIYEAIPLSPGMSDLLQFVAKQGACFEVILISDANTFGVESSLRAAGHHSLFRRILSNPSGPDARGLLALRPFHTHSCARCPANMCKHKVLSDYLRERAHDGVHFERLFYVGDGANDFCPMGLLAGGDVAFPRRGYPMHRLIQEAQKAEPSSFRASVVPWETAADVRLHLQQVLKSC
DNA FID counter – fluorescent intercalator displacement, NS3 helicase counter-screen | AID 1845 | DNA fluorescent intercalator displacement, fluorescence | actives 0.17% (n = 290,000) | inhibition, % at 7.9 µM; in the data active = inhibition above about 37%;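 also: 0% = vehicle and 100% = reference compound; higher means more ethidium bromide displaced from hairpin DNA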
VIM-2 inh – inhibitors of Pseudomonas aeruginosa VIM-2 metallo-beta-lactamase; actives 0.89% (n = 290,000); AID 1527; purified VIM-2, nitrocefin hydrolysis, epi-absorbance fluorescence; inhibition, % at 5.6 µM;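 active = inhibition above the mean of all tested compounds plus 3 SD, cutoff set per screening run, cut at about 7.5% in these data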;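 also: red hydrolysis product quenches plate fluorescence so inhibitors raise well fluorescence; 0% = enzyme with DMSO and 100% = DMSO without enzyme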
GalR3 antag – antagonists of human GalR3. HEK293 GalR3-CNG cAMP membrane potential fluorescence; galR3 body fused to GalR1 C-terminus. inhibition, % at 3 µM. actives 0.44% (n = 360,000). AID 651719;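 active = inhibition above the screen-wide average plus 3 SD, cut at about 13% in these data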;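 also: forskolin and galanin both at EC90 stimulate the cells; cAMP rise reported by CNG channel membrane potential dye signal; 0% = forskolin plus galanin with DMSO and 100% = forskolin alone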
Target sequence (O60755 1-299 limits assumed): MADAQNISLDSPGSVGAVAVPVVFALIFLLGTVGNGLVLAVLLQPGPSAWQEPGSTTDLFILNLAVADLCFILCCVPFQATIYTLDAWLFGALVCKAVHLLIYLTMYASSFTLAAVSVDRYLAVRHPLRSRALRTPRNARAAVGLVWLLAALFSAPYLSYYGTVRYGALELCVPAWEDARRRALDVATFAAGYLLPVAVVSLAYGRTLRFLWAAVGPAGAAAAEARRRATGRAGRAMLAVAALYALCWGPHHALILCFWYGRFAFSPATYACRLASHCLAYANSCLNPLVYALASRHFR
GPR7 antag – human neuropeptides B/W receptor 1 antagonism; inhibition, % at 4.4 µM; GPR7-expressing cells, fluorescence antagonist assay; actives 1.1% (n = 290,000); AID 1861; P48145; in the data active = inhibition above about 16%, passing the limit was not always enough;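 also: cells stimulated with the agonist NPW; 0% = agonist with vehicle and 100% = vehicle without agonist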
Target sequence (P48145 whole entry, looked up): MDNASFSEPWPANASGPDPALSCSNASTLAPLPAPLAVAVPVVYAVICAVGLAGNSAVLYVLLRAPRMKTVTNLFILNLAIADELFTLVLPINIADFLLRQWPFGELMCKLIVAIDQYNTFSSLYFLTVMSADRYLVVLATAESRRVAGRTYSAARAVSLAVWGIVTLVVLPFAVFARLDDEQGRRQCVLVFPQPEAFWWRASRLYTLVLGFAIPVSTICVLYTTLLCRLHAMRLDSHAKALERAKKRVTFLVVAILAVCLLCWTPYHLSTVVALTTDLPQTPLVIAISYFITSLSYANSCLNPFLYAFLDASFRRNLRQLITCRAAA
OXTR ag – human OXTR agonism. P30559. CHO-OTR cells, Fluo-8 calcium fluorescence; normalized: DMSO 0%, oxytocin 100%. activation, % at 3 µM. actives 0.32% (n = 320,000);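 active = activation above the mean of all tested compounds plus 3 SD, cutoff set per screening run, cut at about 20% in these data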;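 also: peak over basal fluorescence ratio from a 100 s FLIPR kinetic read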
Active calls of the source: *; · = not tested or not shown.

SMILES | NS3 helicase inh | IMP-1 inhibitor | V1aR counter | PHOSPHO1 inh | DNA FID counter | VIM-2 inh | GalR3 antag | GPR7 antag | OXTR ag
Cc1ccc(Nc2nc(N)c([N+](=O)[O-])c(NCCO)n2)cc1 | -10 | -2.4 | -1.8 | 12 | -3 | 1.5 | 0 | -4 | -2.5
C=CCn1c(CSc2nc3ccccc3s2)nnc1SCC(=O)OCC | 12 | -8.1 | 0.7 | 17 | -39 | -2.5 | -2 | 3 | -0.1
CSc1cccc(CN(C)C(=O)C2CCC(=O)N(CCCN3CCCC3=O)C2)c1 (stereo unspecified) | -6 | -1.5 | -0.6 | 15 | -19 | -0.8 | -8 | -14 | 1.4
O=C(COc1ccc(Br)cc1)Nc1nnc(-c2cccnc2)s1 | 16 | -4.7 | 1.1 | 6 | 4 | -5.0 | -1 | -2 | 0.6
CCOC(=O)CNC(=O)CSc1nnc(C)c(=O)[nH]1 | -14 | -2.3 | 0.7 | 7 | 6 | -1.5 | 3 | 2 | 0.0
NNC(=O)c1cc2cc(OC(F)(F)F)ccc2[nH]1 | 12 | -4.0 | -0.5 | 13 | -4 | -4.4 | -7 | -8 | 0.3
COc1ccc(/C=C(/NC(=O)c2ccc(Br)cc2)C(=O)N2CCOCC2)cc1 | 18 | -0.7 | 1.3 | -134 | -35 | 0.1 | -3 | 1 | -0.7
Cc1ccc(CC(=O)Nc2ccc(F)c([N+](=O)[O-])c2)cc1 | 6 | -0.4 | 6.9 | -7 | -2 | 0.6 | -1 | -3 | 1.7
CCC(C)(C)n1nnnc1C(c1ccccc1)N1CCc2ccccc2C1 (stereo unspecified) | -5 | -2.6 | 0.3 | 3 | -4 | -2.6 | -3 | -2 | -1.4
COc1ccc(/C(C)=N/NC(=O)Cc2ccc(Cl)cc2)cc1 | -13 | 2.7 | 1.0 | 14 | -12 | 0.5 | -9 | 1 | 1.2
Cc1cc(C)n2nc(CC(=O)NNC(=O)c3ccccc3Cl)nc2n1 | 4 | -2.3 | 0.5 | 18 | -10 | -1.8 | 5 | -10 | -1.0
CCCOc1ccc(CSc2nnc(CCC)n2N)cc1 | 1 | -2.7 | 0.1 | 16 | -6 | -1.0 | 0 | -9 | -0.3
CCOC(=O)C(=N/O)/C(C)=N/NC(=O)C(=O)Nc1cc(Cl)ccc1Cl | 7 | -2.8 | -0.1 | 28 | -17 | -3.8 | -5 | -6 | -0.9
COC(=O)c1ccc(-c2noc(CN(Cc3nccn3C)C(C)C)n2)cc1 | 1 | -5.4 | 0.1 | -12 | 9 | -3.6 | 1 | -2 | 0.1
Cc1ccc(Nc2nc(Oc3ccc(OCc4ccccc4)nn3)nc(N3CCOCC3)n2)cc1 | 5 | -0.2 | 0.1 | 38 | -9 | 1.6 | -3 | -8 | -2.4
CC1=[N+](C)c2c(ccc3cccnc23)C1(C)C | 6 | -0.9 | · | -79 | -9 | 2.5 | 24* | 28* | ·
CCOC(=O)c1c(C)[nH]c(C(=O)COC(=O)c2oc3ccc(OC)cc3c2C)c1C | 1 | -4.4 | -0.4 | 20 | -2 | -6.2 | -3 | 3 | -0.5
CC(=O)NCC(=O)N1CCC(n2nccc2NC(=O)CCCc2ccccc2)CC1 | 6 | -4.1 | · | 66* | -7 | -2.5 | -5 | -2 | ·
Cc1nnc2n(c1=O)C(CS(=O)(=O)c1ccccc1)CS2 (stereo unspecified) | 9 | -3.8 | 0.7 | -23 | -3 | -4.4 | -2 | -13 | 0.7
Fc1ccc(OCc2nc3ccccc3s2)cc1 | -7 | -0.9 | 0.0 | 25 | -1 | 0.1 | -5 | -16 | -1.7
COC(=O)c1ccc(Oc2nc(Nc3ccccc3)nc(N(C)C)n2)cc1 | -4 | -2.3 | -1.4 | -17 | -7 | -1.1 | 0 | -10 | -1.4
O=C1CC(NNc2nc3ccccc3s2)C(=O)N1c1ccc(F)cc1 (stereo unspecified) | -1 | -3.5 | 1.7 | 28 | -7 | -3.5 | 2 | -8 | 1.6
CCN(CC)S(=O)(=O)c1ccc(C(=O)Nc2c3c(nn2C(C)(C)C)CS(=O)(=O)C3)cc1 | 0 | -1.2 | 0.4 | -10 | -12 | -0.5 | -6 | -4 | -0.4
Cc1ccc(S(=O)(=O)NCCNC(=O)c2nonc2N)cc1 | -3 | -1.9 | -0.1 | -5 | -18 | -4.9 | -4 | -4 | -0.3
CC(=O)Oc1ccc(-c2cccc(C(=O)Oc3ccccc3)c2)cc1 | 1 | -1.3 | 0.9 | 12 | -8 | -1.8 | -1 | 7 | 1.8
COC(=O)/C(=N/Nc1ccc(C)cc1)N1CCCc2ccccc21 | -5 | -2.7 | -1.3 | -41 | -6 | 0.4 | -7 | 8 | -1.7
O=C1N=C(N2CCOCC2)S/C1=C\c1ccc(OS(=O)(=O)c2ccccc2)cc1 | -10 | -6.3 | 0.1 | -18 | -25 | -5.6 | -7 | 7 | 0.8
O=C(O)c1ccc(CN2C(=O)c3cccc4c([N+](=O)[O-])ccc(c34)C2=O)cc1 | 20 | -1.4 | · | 27 | -14 | 1.9 | · | -8 | ·
O=C(CN1CCCCCC1=O)OCc1ncc(-c2ccccc2)o1 | -3 | 0.3 | 0.6 | -6 | -17 | -3.6 | -2 | 1 | 0.5
CC(C)(C)c1ccc(C(=O)N2CCC(C(=O)NCc3ccco3)CC2)cc1 | 1 | -2.4 | -0.2 | -14 | -32 | -1.2 | -2 | 6 | -0.6
Cc1ccc(-n2nc3c(=O)n(CCCC(=O)NCCN4CCN(C)CC4)nc(C)c3c2C)cc1 | 28 | 4.9* | -1.3 | -4 | 11 | 1.7 | -2 | 8 | -2.5
CN(C)S(=O)(=O)c1ccc(C(=O)Nc2ccn(C)n2)cc1 | -4 | -3.9 | -0.4 | 6 | -6 | -2.1 | -6 | -7 | 0.4
N#C/C(=C(/O)COC(=O)c1ccc(O)cc1)c1nc2ccccc2[nH]1 | -3 | -0.4 | 0.9 | 16 | -9 | -0.1 | -5 | -1 | -0.2
CN(CC1CCCO1)S(=O)(=O)c1ccc(C(=O)Nc2nnc(-c3ccccc3)o2)cc1 (stereo unspecified) | 28 | -3.3 | -0.2 | 32 | -38 | -3.0 | 0 | -3 | -0.5
Nc1nc(Nc2ccccc2)nc(NC2CCCCC2)c1[N+](=O)[O-] | -63 | -0.4 | -0.4 | 20 | -9 | -2.2 | -10 | -63 | 2.0
c1ccc2[nH]c(CCCc3nc4ccccc4[nH]3)nc2c1 | -2 | -3.9 | 0.4 | -2 | 2 | -2.7 | 4 | -7 | -0.5
CC(Cl)c1cc(-c2ncc(C(F)(F)F)cc2Cl)no1 (stereo unspecified) | 4 | -4.0 | -0.3 | -23 | -1 | -3.2 | -4 | -15 | -1.6
CCOc1ccccc1NC(=O)CCNC(=O)c1ccco1 | 3 | -1.6 | 0.4 | 32 | -2 | -2.0 | -8 | -17 | 1.1
Cn1cc(Br)c(C(=O)NC(=S)N2CCN(c3ccccn3)CC2)n1 | 2 | -0.8 | -0.1 | -1 | -4 | -4.1 | 2 | 1 | 0.9
NC(=O)c1ccc(NC(=O)CN2CCN(c3ccc(Cl)cc3)CC2)cc1 | 19 | -0.9 | 4.1 | -79 | -6 | -3.3 | -4 | -1 | 2.0
COc1ccc(OC)c(C2C(C(C)=O)=C(O)C(=O)N2CCc2ccc(OC)c(OC)c2)c1 (stereo unspecified) | 6 | -3.1 | 0.8 | 4 | -46 | -0.9 | 2 | 5 | -0.1
COc1cccc(CN(C)C(=O)c2cc(COc3ccc4ncccc4c3)on2)c1 | 7 | -2.3 | 9.6 | 61* | -26 | -0.9 | 88* | 33* | 16
CCOc1cc(/C=C2\N=C3CCCCCN3C2=O)ccc1O | 2 | -3.6 | 0.0 | -14 | -16 | -3.8 | 0 | -14 | -0.8
COC(=O)CSc1nnc2n(-c3ccc(OC)cc3)c(=O)c3c4c(sc3n12)CCCCC4 | 2 | -2.2 | -0.2 | 50 | -24 | -2.3 | -7 | -1 | -0.7
CCOCCc1nnc(NC(=O)CCS(=O)(=O)c2ccccc2)s1 | 2 | -1.1 | -0.6 | 15 | -12 | 12* | -7 | -6 | 0.1
O=C(O)C1CC=CCC1C(=O)NCCCN1CCCC1=O (stereo unspecified) | 10 | 1.3 | 0.4 | · | 0 | -3.2 | -2 | -16 | 0.0
C=CCn1c(N)cc(=O)nc1SCC(=O)NC(C)c1ccccc1 (stereo unspecified) | -1 | -3.6 | -0.2 | 2 | -1 | -1.0 | -5 | -6 | 0.3
COc1ccc(N=C2C(=Nc3ccc(OC)cc3)N(c3ccc(OC)cc3)C(=S)N2C)cc1 | 0 | 0.0 | -0.4 | -8 | 6 | -1.5 | · | 6 | -1.4
CCN(CC)CCNc1nc2nonc2nc1NCCN(CC)CC | 8 | -2.8 | -0.8 | 40 | 7 | -4.3 | -4 | -6 | 0.0
Cc1cc(=O)oc(C)c1C(=O)OCC(=O)c1ccc2ccccc2c1 | 9 | 0.2 | 2.0 | 34 | -22 | -1.8 | -6 | -1 | 2.6
COc1cccc(CC(NC(C)=O)C(=O)NC2CCN(c3nc(C)cc(C)c3C#N)CC2)c1 (stereo unspecified) | 0 | -1.2 | 1.2 | 15 | -25 | 1.3 | -6 | -3 | -0.8
COc1ccc2c(c1)c(C(=O)CN1CCOCC1)c(C)n2C | 1 | -4.6 | -0.2 | -13 | 5 | -4.0 | -3 | -9 | 0.1
CC(=O)N1C(=O)C2(C(C#N)=C(N)Oc3cc(C)oc(=O)c32)c2ccccc21 (stereo unspecified) | 2 | -2.9 | 0.4 | 11 | -2 | -0.3 | 9 | -9 | 0.4
CC(C)NC(=O)c1ccc(-c2cc(C(F)(F)F)ccc2Cl)o1 | 8 | -6.1 | 0.1 | -1 | -1 | -2.8 | -4 | -7 | -0.4
Cc1ccc(Cn2nnc(C(=O)Nc3cc(C)ccc3C)c2N)cc1 | 4 | -0.5 | 23* | 34 | -11 | -2.1 | -3 | 13 | 20*
O=C(Nc1ccc2c(c1)OCO2)c1ccc(Br)o1 | 2 | -4.7 | -0.7 | 0 | 0 | -3.1 | -10 | -8 | -2.1

Source: PubChem (several laboratories)
